SMARCA2 activ – SMARCA2 (BRM) function activators, primary screen, cell-based, luminescence, high throughput. MG213 cells, MMTV-luciferase reporter, dexamethasone, overnight. activation, % at 9.1 µM. 370,000 tested, 1% active. AID 652017, 2013; in the data active means activation above about 7.8%;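 further: 0% = vehicle wells and 100% = reference activator wells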
ADAM17 inh – ADAM17 inhibitors, primary screen, biochemical, QFRET. recombinant ADAM17, EDANS/DABCYL FRET peptide cleavage. inhibition, % at 6.95 µM. 370,000 tested, 0.83% active. AID 720648, 2013;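 active means inhibition above the mean of compounds lying between control limits plus 3 SD, set per campaign, cut at about 8.5% in these data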;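 further: 0% = DMSO-only wells as the low control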
NR1D1 modulator – modulators of Rev-erb alpha DNA binding, primary screen, biochemical, FITC-DNA, fluorescence polarization, uHTS | Nuclear receptor subfamily 1 group D member 1 (Homo sapiens), P20393 | Rev-erbα–FITC-DNA binding, 90 min | activity, % at 10 µM | 370,000 tested, 0.79% active;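 active means activity above about 14%, limit read from the data; passing the limit was not always enough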;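 further: 0% = DMSO wells with 35 nM protein and 100% = DMSO wells with 750 nM protein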
Target sequence (P20393 whole entry, looked up): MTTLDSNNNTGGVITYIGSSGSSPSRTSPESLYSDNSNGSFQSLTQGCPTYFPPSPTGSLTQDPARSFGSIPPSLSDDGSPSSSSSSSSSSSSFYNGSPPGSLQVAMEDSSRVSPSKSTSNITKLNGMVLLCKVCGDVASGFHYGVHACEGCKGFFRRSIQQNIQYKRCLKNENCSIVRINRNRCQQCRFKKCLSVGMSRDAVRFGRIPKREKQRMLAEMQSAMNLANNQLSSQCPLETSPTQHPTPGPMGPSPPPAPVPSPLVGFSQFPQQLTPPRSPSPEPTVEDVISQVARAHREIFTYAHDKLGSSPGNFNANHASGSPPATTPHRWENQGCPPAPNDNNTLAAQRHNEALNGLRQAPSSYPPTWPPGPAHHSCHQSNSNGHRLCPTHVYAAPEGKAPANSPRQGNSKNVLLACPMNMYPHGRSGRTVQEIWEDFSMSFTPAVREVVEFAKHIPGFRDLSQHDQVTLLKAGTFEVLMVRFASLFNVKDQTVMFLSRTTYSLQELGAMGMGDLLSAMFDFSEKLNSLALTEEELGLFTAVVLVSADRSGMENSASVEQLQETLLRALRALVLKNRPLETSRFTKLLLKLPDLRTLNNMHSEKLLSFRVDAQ
hcDAF-12 act – H. contortus DAF-12 nuclear receptor activators, primary screen, cell-based, luminescence, HEK293, lit1-tk-luc reporter; HEK293 hcDAF-12 lit1-tk-luc reporter; 0% DMSO, 100% Δ7-dafachronic acid; activation, % at 6.8 µM; 370,000 tested, 1.4% active; AID 652067, 2013;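 active means activation above the mean of all tested compounds plus 3 SD, cut at about 5.5% in these data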;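 further: 100% = response to 3 µM Δ7-dafachronic acid high control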
DAX1 inh-1 – DAX1 (NR0B1) inhibitors, primary screen, cell-based, HEK293, Gal4-DAX1, luciferase luminescence. HEK293 Gal4-DAX1 luciferase reporter. AID 504766, 2011. Nuclear receptor subfamily 0 group B member 1 (Homo sapiens), P51843. inhibition, % at 6.75 µM. 340,000 tested, 0.99% active;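 active means inhibition above the mean over all tested compounds plus 3 SD, cut at about 4.2% in these data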;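 further: 0% = DAX1-transfected cells with DMSO and 100% = empty-vector control cells with DMSO; inhibition shows as a rise in luminescence from relieved DAX1 repression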
Target sequence (P51843 207-470 limits assumed): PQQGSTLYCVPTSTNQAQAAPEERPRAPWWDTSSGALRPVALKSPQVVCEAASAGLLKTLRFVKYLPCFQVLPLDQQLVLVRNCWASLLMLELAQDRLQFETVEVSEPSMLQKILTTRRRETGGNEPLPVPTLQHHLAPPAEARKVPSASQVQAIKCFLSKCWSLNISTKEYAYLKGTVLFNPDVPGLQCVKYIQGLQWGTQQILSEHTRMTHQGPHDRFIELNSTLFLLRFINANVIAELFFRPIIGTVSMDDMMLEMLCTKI
DAX1 inh-2 – DAX1 (NR0B1) inhibitors on StAR promoter, primary screen, cell-based, luminescence, SF-1 (NR5A1), full-length DAX-1. HEK293T StAR-luciferase reporter, SF-1/DAX-1 repression relief. inhibition, % at 6.8 µM. 370,000 tested, 1.1% active. AID 652010, 2013;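 active means inhibition above the mean over all tested compounds plus 3 SD, cut at about 3.6% in these data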;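 further: 0% = DAX-1 cells with DMSO and 100% = cells lacking DAX-1 with DMSO; higher inhibition means more luminescence from relief of DAX-1 repression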
hgDAF-12 ag – H. glycines DAF-12 receptor agonists, primary screen, cell-based, luminescence, HEK293, GAL4 fusion, UAS-luciferase | HEK293 GAL4-hgDAF12 UAS-luciferase reporter, agonist luminescence; normalized to butyrate control | activation, % at 6.8 µM | 370,000 tested, 1.8% active | AID 687014, 2013;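 active means activation above a cutoff set at the mean of all screened compounds plus 3 SD, cut at about 10% in these data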;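 further: 0% = DMSO wells and 100% = sodium butyrate wells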
ssDAF12 agonist – S. stercoralis DAF-12 nuclear receptor activators, primary screen, cell-based, luminescence, HEK293, GRIP1 co-expression, lit1-tk-luc; activation, % at 6.8 µM; 370,000 tested, 1% active; HEK293 ssDAF-12/GRIP1 lit1-tk-luc reporter; % of 3 µM dafachronic acid response;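 active means activation above the mean over all tested compounds plus 3 SD, cut at about 0.9% in these data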;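 further: 0% = DMSO-only wells and 100% = 3 µM delta7-dafachronic acid wells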
MBD2 inh – inhibitors of MBD2 binding to methylated DNA, primary screen, biochemical, TR-FRET, DNA-binding domain, human; inhibition, % at 4.4 µM; MBD2 binding to methylated oligonucleotide; 370,000 tested, 0.31% active; in the data active means inhibition above about 13%
PLC-gamma1 inh – PLC-gamma1 enzyme inhibitors, primary screen, biochemical, fluorescence, purified enzyme. 1-phosphatidylinositol 4,5-bisphosphate phosphodiesterase gamma-1 (Homo sapiens), P19174. fluorogenic substrate. inhibition, % at 12.2 µM. 370,000 tested, 0.84% active; in the data active means inhibition above about 9.5%
PLC-beta3 inh – human PLC-beta3 inhibitors, primary screen, biochemical, fluorescence. Purified PLC-beta3, fluorogenic substrate. AID 720704, 2013. 370,000 tested, 0.18% active. 1-phosphatidylinositol 4,5-bisphosphate phosphodiesterase beta-3 (Homo sapiens), Q01970. inhibition, % at 12.2 µM; in the data active means inhibition above about 11%;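 further: 0% = median of compound wells on plate and 100% = full blocker control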
* = called active by the depositor; x = no result given.

SMILES	SMARCA2 activ	ADAM17 inh	NR1D1 modulator	hcDAF-12 act	DAX1 inh-1	DAX1 inh-2	hgDAF-12 ag	ssDAF12 agonist	MBD2 inh	PLC-gamma1 inh	PLC-beta3 inh
Cc1ccc(CN2CC(N3CCC(c4ccccc4)CC3)CS2(=O)=O)cc1 (centres undefined)	-4	-3	7	-1.2	x	-0.3	-1.8	-0.9	-4	0	-2
CCS(=O)(=O)N1CCN=C1SC(C)c1ccccc1 (centres undefined)	0	0	1	-1.3	-0.3	-0.1	1.6	-0.6	-9	0	-4
Cc1ccc2nc(C3CCN(C(=O)c4ccco4)CC3)[nH]c2c1	-1	-1	-2	-0.9	0.4	0.3	-0.9	-1.1	-1	-2	4
Cc1ccsc1-c1cc2nc(NCCCN(C)C)n(C)c(=O)c2s1	0	-119	-4	0.8	x	-0.1	2.1	-0.6	4	-52	-71
COc1ccc(OCc2nnc(SCC(=O)c3ccccc3)o2)cc1	-1	-1	-4	-1.6	-0.4	-0.1	-2.3	-1.8	1	1	-3
CC(C)(C)NC(=O)c1cccc(NC(=O)Cc2ccc(Br)cc2)c1	-4	0	4	-3.9	-0.5	-0.1	-1.4	-2.2	2	-1	-2
COc1cc2c(cc1OC)-c1cc(OCc3ccccc3Cl)nc(=O)n1CC2	-2	-230	1	-1.4	0.7	0.0	-4.5	-0.9	4	-79	-117
Clc1ccccc1-c1nnc2sc(-c3ccccn3)nn12	5	-1	1	-0.8	-0.6	-1.7	-1.6	-1.1	-6	-7	-7
Cc1ccc(S(=O)(=O)N2[C@@H](Cc3ccccc3)CO[C@H]2CC(=O)c2ccc(F)cc2)cc1	-2	-5	6	-2.5	x	-0.6	-2.2	-0.9	3	1	0
O=C(COC(=O)c1ccc(O)cc1)NCCc1c[nH]c2ccccc12	6	-1	0	1.5	-0.5	-0.1	2.5	-0.7	-5	1	-4
CSC(=Nc1ccccc1)C1=C(O)COC1=O	1	-3	-1	1.5	-1.3	0.2	-0.7	-0.1	-3	-3	-5
COC(=O)c1ccccc1NC(=O)C1CCN(c2ncnc3c2nc2n3CCCCC2)CC1	3	-5	-3	-0.2	4.8*	-0.2	3.1	-1.0	-2	-2	0
C=CCn1c(COc2ccccc2)nc2ccccc21	1	-1	3	-2.4	1.3	-0.2	4.0	-1.2	4	-1	-2
O=C1CCCc2c1nc(-c1ccc([N+](=O)[O-])cc1)n2O	0	1	-2	0.0	0.7	-0.1	-0.6	-0.7	-1	2	-10
Cc1nn(C)c(C)c1/C=C(\C#N)C(N)=O	-4	3	2	-0.2	-0.2	0.1	2.7	-0.8	-1	7	10
N=c1c2cn[nH]c2nc(SCC(=O)c2ccc(Br)cc2)n1-c1ccc(Br)cc1	-6	0	0	-1.0	-1.3	0.0	-3.4	-1.0	4	1	-7
OC1(Cc2ccccc2)CCN(c2ncnc3sccc23)CC1	x	1	-3	-5.5	x	x	-9.1	-2.2	-2	4	5
Cc1ccc(S(=O)(=O)N2CCOCC2)cc1C(=O)NC(C)CCc1ccccc1 (centres undefined)	-2	-1	2	-0.3	-0.7	0.4	-0.3	-1.4	4	-3	-6
Cc1ccc(-c2nc(SCC(=O)N(C)c3c(N)n(Cc4ccccc4)c(=O)[nH]c3=O)n[nH]2)cc1	4	-2	2	1.2	1.5	-1.0	1.9	-1.1	5	-2	-4
CCC(CC)c1nnc(NC(=O)c2cccc(S(=O)(=O)N3CCOCC3)c2)s1	1	-3	3	-1.1	0.4	-1.4	0.4	-1.0	-1	-7	-8
COc1ccccc1N1CCN(C(=O)c2ccc3[nH]c4c(c3c2)CCCC4)CC1	-4	5	3	-2.6	-0.7	0.2	-3.5	-2.1	6	-1	2
CCO[C@@H]1OC(C(N)=O)=C[C@H](C2CC2)[C@H]1CCCO	0	0	-5	-1.0	1.0	0.6	-2.4	-1.4	-4	0	2
O=C(Nc1sc(-c2ccccc2)cc1C(=O)O)c1ccccc1	4	-8	3	3.1	2.0	2.8	10	-0.9	1	-348	-469
Cc1nn2cc(-c3ccc(N)cc3)nc2s1	4	-6	0	0.5	1.9	2.7	8.0	-1.3	2	-8	-10

Three compounds already listed, arranged by the number in DAX1 inh-2, highest first.
Structure	DAX1 inh-2
COc1ccccc1N1CCN(C(=O)c2ccc3[nH]c4c(c3c2)CCCC4)CC1	0.2
Cc1nn(C)c(C)c1/C=C(\C#N)C(N)=O	0.1
CCC(CC)c1nnc(NC(=O)c2cccc(S(=O)(=O)N3CCOCC3)c2)s1	-1.4

(listing goes on)
SMILES	SMARCA2 activ	ADAM17 inh	NR1D1 modulator	hcDAF-12 act	DAX1 inh-1	DAX1 inh-2	hgDAF-12 ag	ssDAF12 agonist	MBD2 inh	PLC-gamma1 inh	PLC-beta3 inh
COC(=O)C(Cc1ccccc1)NC(=O)c1cccc(S(=O)(=O)N(C)C)c1 (centres undefined)	-2	-3	3	-1.2	4.4*	-0.1	-0.5	-1.4	1	0	1
CC(C)C(c1nnnn1C1CCCC1)N1CCN(c2ccccc2F)CC1 (centres undefined)	1	0	-3	-1.1	0.0	-0.5	-2.4	-1.3	-2	2	1
O=C1NC[C@H](CCCCN2C[C@H](Cc3ccccc3)N(CCc3ccc(O)cc3)C(=O)C2=O)N(CCc2ccccc2)C1=O	-3	-3	-2	-0.1	x	-1.3	-1.1	-1.0	-3	2	0
Cc1nc2cc(C(F)(F)F)ccc2n1CCNc1nc(-c2ccc(F)cc2)cs1	0	-5	5	-0.5	0.1	0.1	2.4	-0.2	-2	-5	-7
CCOC(=O)CSc1nnc(-c2ccc([N+](=O)[O-])cc2)o1	-1	-1	2	4.8	0.7	-0.1	-0.9	-0.2	1	0	-2
CCC(=O)NC(Nc1cc(C)cc(C)n1)(C(F)(F)F)C(F)(F)F	-5	-8	1	0.1	-2.2	-0.3	0.2	-0.8	0	-2	-1
CC(=O)Oc1ccc(-c2ccc(C(=O)Nc3cccc(S(=O)(=O)N4CCOCC4)c3)cc2)cc1	-2	5	-7	-2.8	-3.2	0.0	-3.8	-1.8	0	-21	-22
NC(=O)C1CCN(c2nc(-c3ccc(F)cc3)cs2)CC1	0	-8	0	0.6	-0.5	0.5	1.0	-1.3	1	0	0
O=C(NC(Cc1ccccc1)C(=O)O)/C(=C/c1ccco1)NC(=O)c1cccc([N+](=O)[O-])c1 (centres undefined)	0	-5	-1	3.1	0.1	-0.2	0.9	-0.6	11	-7	-11
c1ccc(COC2CCCN(Cc3nc(-c4cccs4)no3)C2)nc1 (centres undefined)	-1	0	0	-1.1	0.1	-0.5	2.1	-0.9	2	0	-6
Cc1ccc(S(=O)(=O)N2CCC(C(=O)NCCCOC(C)C)CC2)cc1	0	0	-2	-2.3	0.1	0.3	0.3	-1.4	4	-1	1
CCc1nnc2c(NCCc3ccc(OC)c(OC)c3)nc3ccccc3n12	1	-3	-4	-2.0	-1.5	-0.4	2.0	-1.1	4	0	-5
CC(C)OC(=O)Cn1cnc2ccc(Br)cc2c1=O	0	-5	1	-0.5	0.3	-1.1	2.0	-0.7	6	-3	-2
COC(=O)c1cccc(NC(=O)NC(=O)c2ccccc2Cl)c1	2	-1	-4	2.1	-2.8	0.8	5.8	-1.0	0	-1	-9
CN(CC(=O)NCCc1ccc(F)cc1)Cc1ccccc1	3	4	-6	-1.6	0.6	0.4	4.2	-0.7	1	-2	-6
CCC1(C)Cc2c(C#N)c(N)n(-c3ccccc3)c(=S)c2CO1 (centres undefined)	3	-5	-2	-0.2	2.1	-0.6	-1.3	-2.4	1	-34	-51
O=C(c1cccs1)N1CCN(C(=O)C(c2ccccc2)c2ccccc2)CC1	-3	0	3	-2.0	-0.1	-0.5	-2.1	-1.1	-1	4	2
Oc1c(Br)cc(Br)cc1C=Nc1cccc2ncccc12	-1	-8	1	1.9	-1.2	-0.5	-2.1	-0.3	-7	-49	-74
CCOC(=O)C1CCCN(C(=O)c2sc3nc(-c4ccc(OC)cc4)cn3c2C)C1 (centres undefined)	3	1	1	3.2	-1.2	0.0	1.3	-0.8	-2	-6	-9
Cc1ccccc1CC(=O)N1CCN(S(=O)(=O)c2cccs2)CC1	-1	-8	-2	-0.4	0.2	0.8	-0.9	-1.1	7	-3	-9
Nc1ccc(Oc2ncccn2)c(Cl)c1	-1	0	-1	-2.3	-0.5	-0.1	-0.2	-1.4	3	-1	-3
CCc1nc2ccc(C(=O)Nc3ccc4c(c3)OCC(=O)N4)cn2c1N(CC)Cc1cccc(Br)c1	1	9.1*	4	-2.7	x	0.0	-1.9	-1.5	5	-60	-85
CCCNC(=O)c1ccccc1NS(=O)(=O)c1ccc(OC)c(OC)c1	-2	-12	0	-2.4	-1.3	0.5	-1.7	-0.8	2	-2	-5
COc1ccc(OC)c(CNc2ncc(-c3ccc(F)cc3)n2C)c1	-1	-1	6	-2.0	1.3	0.1	-0.1	0.2	-2	2	-4
COc1ccc(CN2CC(C(=O)N3CCOCC3)CC2=O)cc1 (centres undefined)	2	-1	6	-0.1	-0.1	0.2	1.8	-1.2	3	0	2
C=C(C)C#CC(Cc1ccccc1)N(CC1CC1)/C(N)=N/C(=O)OCc1ccccc1 (centres undefined)	-2	-26	1	-4.1	x	-1.6	1.8	-2.0	-6	-163	-218
COc1ccc(C(CNC(=O)c2c(C)nn(Cc3ccccc3)c2Cl)N2CCOCC2)cc1 (centres undefined)	-1	1	-3	-1.6	-0.1	-0.5	0.5	-1.1	-8	1	-2
CCOc1ccc(OCC(=O)OCc2csc(CC(=O)Nc3ccccc3C)n2)cc1	1	1	12	-0.1	0.9	0.6	6.2	-1.1	-1	-3	-3
O=C(NCc1ccc(F)c(F)c1)C1C2C=CC3(CN(Cc4ccccc4)C(=O)C13)O2 (centres undefined)	-3	0	1	0.3	x	0.6	-2.1	-0.6	5	2	0
C[C@H](CO)N1C[C@H](C)[C@H](CN(C)S(=O)(=O)c2cccc(F)c2)OCc2ccccc2-c2c(n(C)c3ccccc23)C1=O	-5	1	-10	-1.6	-0.7	-1.2	-1.7	-1.6	-1	0	-1
O=[N+]([O-])c1ccc(COc2ccc(CN3CCCCC3)cc2)cc1	4	-5	-5	1.5	0.2	1.7	8.3	-0.9	-4	3	4
CCCCNS(=O)(=O)c1cccc(S(=O)(=O)N2CCCC2)c1	0	-4	-3	0.3	-0.2	-0.2	-2.8	-1.2	6	5	3

Compound activity (PubChem BioAssay)
